CCT chaperon mod: High-Throughput Screening for Modulators of Cytosolic Chaperonin Activity. purified chaperonin ATPase assay, HTRF ADP detection, 30 min. activity change, % (test concentration not listed), hits read low. actives 0.3% (n = 360,000); in the data active = activity change below about -30%; also: % is scaled to controls: 0 for no effect and ±100 for the full control effect
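We incubate TRiC, 40 or 20 nM final, with library compounds at 76 uM and 10 uM ATP for 30 min at 37 °C. ADP formed is detected with Transcreener HTRF reagents after 30 min at room temperature.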
EPAC1 agonist: qHTS for Agonist of cAMP-regulated guanine nucleotide exchange factor 3 (EPAC1): primary screen | Potency, µM (titrated, usually from 154 µM), for inactives: at the top dose activation, actives largely listed as activators | actives 0.073% (n = 360,000) | AID 720707, 2013 | EPAC1 agonist qHTS, biochemical assay; response scale: 100% = response to 6.5 mM cAMP | Rap guanine nucleotide exchange factor 3 (Homo sapiens), O95398; also: potency is read from the fitted curve at half-maximal effect; nearly all actives have a fitted effect of over 60% in size
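Nucleotide exchange by EPAC1 (100 nM) on Rap1B–BODIPY-GDP (250 nM) in the presence of 50 uM GDP is tracked fluorescently at 480/540 nm over 30 min. Signals are normalized to a 6.5 mM cAMP control.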
EPAC2 agonist: qHTS for Agonist of cAMP-regulated guanine nucleotide exchange factor 4 (EPAC2): primary screen. Rap guanine nucleotide exchange factor 4 (Homo sapiens), Q8WZA2. EPAC2 activation, biochemical qHTS; response scale: 100% = 6.5 mM cAMP response. Potency, µM (top dose mostly 154 µM), for inactives: at the top dose activation, actives largely listed as activators. actives 0.079% (n = 360,000); also: potency is read from the fitted curve at half-maximal effect; nearly all actives have a fitted effect of over 50% in size
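Exchange assay: 100 nM EPAC2 with 250 nM Rap1B-BODIPY-GDP and 50 uM GDP. Fluorescence (ex 480/em 540 nm) read every 5 min for 30 min at room temperature. Data normalized to 6.5 mM cAMP as agonist control.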
IL-2 act: qHTS of IL-2 Activators | IL-2 activation reporter assay, cell-based qHTS; stimulated with anti-CD3/CD4/CD28 beads; in transgenic mouse T cells | activation, % (series mostly up to about 46 µM) | actives 0.065% (n = 360,000); in the data active = activation above about 50%; inconclusive = mostly about 30% to 49%; also: 0% is about no effect
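Screening format: compound pinned onto unstimulated transgenic mouse T cells, 60 min incubation, then anti-CD3/anti-CD4/anti-CD28 bead stimulation for 18 hours at 37 degrees C, followed by EGFP and DsRed detection.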
WRN inhibitor: qHTS for Inhibitors of WRN Helicase; Bifunctional 3'-5' exonuclease/ATP-dependent helicase WRN (Homo sapiens), Q14191; WRN helicase unwinding, fluorescent forked duplex, kinetic; Potency, µM (series often up to 114 µM), for inactives: at the highest dose activity change, negative = inhibition, actives largely listed as inhibitors; actives 0.46% (n = 360,000); also: potency is read from the fitted curve at half-maximal effect; % is scaled to controls: 0 for no effect and ±100 for the full control effect; nearly all actives have a fitted effect of over 55% in size
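Primary qHTS, 1536-well format. 20 nM WRN + compound, 15 min RT; start with 100 nM forked fluorophore/quencher duplex, 2 mM ATP (final); kinetic read ex 525/em 598 nm.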
PLK1 PBD block: qHTS for Inhibitors of PLK1-PDB (polo-like kinase 1 - polo-box domain): Primary Screen; Serine/threonine-protein kinase PLK1 (Homo sapiens), P53350; Plk1 PBD binding of FITC phosphopeptide, fluorescence polarization; Potency, µM, for inactives: max response, negative = inhibition, usual class: inhibitors; actives 2.8% (n = 360,000); also: potency is read from the fitted curve at half-maximal effect; series mostly up to about 57 µM; % is scaled to controls: 0 for no effect and ±100 for the full control effect; nearly all actives have a fitted effect of over 65% in size
Target sequence (P53350 whole entry, looked up, the tested form may be a part): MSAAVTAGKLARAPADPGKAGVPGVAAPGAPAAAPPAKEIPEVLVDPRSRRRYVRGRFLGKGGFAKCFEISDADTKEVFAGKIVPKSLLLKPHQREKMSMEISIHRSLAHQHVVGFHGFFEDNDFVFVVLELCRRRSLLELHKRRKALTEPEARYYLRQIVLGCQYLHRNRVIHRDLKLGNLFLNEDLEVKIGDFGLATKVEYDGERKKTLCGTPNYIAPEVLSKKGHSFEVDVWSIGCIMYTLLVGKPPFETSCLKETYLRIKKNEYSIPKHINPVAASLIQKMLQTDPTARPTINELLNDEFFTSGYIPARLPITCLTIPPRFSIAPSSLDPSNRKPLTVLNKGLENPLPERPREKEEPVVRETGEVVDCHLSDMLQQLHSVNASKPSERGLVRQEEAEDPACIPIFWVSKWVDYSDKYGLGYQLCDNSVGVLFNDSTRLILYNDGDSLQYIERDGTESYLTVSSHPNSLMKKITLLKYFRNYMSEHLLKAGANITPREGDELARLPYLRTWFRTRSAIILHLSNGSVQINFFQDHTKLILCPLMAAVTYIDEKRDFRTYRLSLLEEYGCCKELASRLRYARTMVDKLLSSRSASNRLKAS
PI5P4Ka inh: qHTS for Inhibitors of phosphatidylinositol 5-phosphate 4-kinase (PI5P4K); Phosphatidylinositol 5-phosphate 4-kinase type-2 alpha (Homo sapiens), P48426; actives 1.2% (n = 330,000); max response, %; AID 652105, 2013; PI5P4Kalpha enzyme, ADP-Glo luminescence, 60 min; active compounds read low; active = max response of -50% or lower; inconclusive = between -30% and -50%; inactive = -30% or higher; also: value at the top dose of about 77 µM; % is scaled to controls: 0 for no effect and ±100 for the full control effect
Target sequence (P48426 whole entry, looked up): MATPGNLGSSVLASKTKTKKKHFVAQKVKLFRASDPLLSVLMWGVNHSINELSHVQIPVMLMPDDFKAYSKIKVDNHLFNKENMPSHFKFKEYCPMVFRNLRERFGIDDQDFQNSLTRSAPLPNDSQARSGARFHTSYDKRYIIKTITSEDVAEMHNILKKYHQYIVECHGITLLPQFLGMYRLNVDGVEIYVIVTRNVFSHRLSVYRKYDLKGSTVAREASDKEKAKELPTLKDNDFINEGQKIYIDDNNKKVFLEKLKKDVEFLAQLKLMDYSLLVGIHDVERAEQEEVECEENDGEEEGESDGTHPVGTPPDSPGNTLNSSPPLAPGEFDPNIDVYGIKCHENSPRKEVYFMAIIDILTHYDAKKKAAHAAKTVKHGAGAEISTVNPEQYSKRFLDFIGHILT
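Luminescence from ADP-Glo served as readout of PI5P4Kalpha activity in a qHTS format. Reaction: enzyme, substrate, compound, ATP at 5 microM final, 60 min at RT.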
EPAC1 antagonist: qHTS for Antagonist of cAMP-regulated guanine nucleotide exchange factor 3 (EPAC1): primary screen. AID 720709, 2013. Rap guanine nucleotide exchange factor 3 (Homo sapiens), O95398. actives 0.14% (n = 360,000). EPAC1 GEF assay, Rap1b-BODIPY-GDP exchange fluorescence. Potency, µM (highest dose often 115 µM), for inactives: at the highest dose activity change, negative = inhibition, usual class: inhibitors;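 also: potency is read from the fitted curve at half-maximal effect; plate controls were vehicle for no effect and positive control for full effect; nearly all actives have a fitted effect of over 50% in size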
Starred values were filed as active, the others as inactive; ? = inconclusive; . = not tested or not shown; [ ] = dose if it differs, or a comment. Unless noted, calls follow the shape of the dose curve; as a rule, active = well fitted curve in the direction sought with a large enough effect; inconclusive = small, poorly fitted or top-dose-only effect, or another doubt; inactive = no such curve, though single readings can be large; an effect the other way counts as inactive or inconclusive.

SMILES | CCT chaperon mod | EPAC1 agonist | EPAC2 agonist | IL-2 act | WRN inhibitor | PLK1 PBD block | PI5P4Ka inh | EPAC1 antagonist
Nn1c(Cc2ccccc2)nnc1Cc1ccccc1 | 0.0 | -1% | 5% | 0.1 | 7% | 1% | 0 | -15%
COc1ccc(CN2CCN(c3nc4ccccc4s3)CC2)cc1 | -3.8 | 7% | 10% | -1.8 | 3% | -4% | 4 | -30%
CCNC(=S)N(CCN(C)C)Cc1cc2cc(OCC)ccc2[nH]c1=O | 1.0 | 5% | -6% | -0.4 | -1% | -6% | 0 | 3%
O=C(Cn1c(=O)n(Cc2ccco2)c(=O)c2ccccc21)Nc1cccc(Cl)c1 | 0.0 | -14% | 12% | -0.7 | 1% | -9% | 3 | 3%
C/C(=N\NC(=O)c1csc(C)c1C)c1ccc(C)s1 | 0.6 | 6% | 4% | -3.0 | 9% | -22% | -4 | 1%
CNC(=O)CCn1nc(-c2ccc(C)cc2)c2ccccc2c1=O | -3.1 | -6% | 8% | -3.0 | 8% | 3% | -5 | -12%
COc1cccc(NC(=O)CS(=O)(=O)Cc2nc(-c3ccc(C)cc3)oc2C)c1 | 1.3 | -5% | -14% | -1.4 | 0% | -8% | 2 | -2%
CCOC(=O)C1=C(c2ccccc2)Nc2ncnn2C1c1ccc(O)cc1 (stereo unspecified) | -0.3 | 1% | 8% | -0.6 | -8% | -3% | 0 | -13%
NC(=NCc1ccccc1)c1cccc([N+](=O)[O-])c1 | -0.2 | 5% | 2% | 1.5 | 2% | -6% | 1 | -3%
O=C(CN1C(=O)NC(c2ccccc2)(c2ccccc2)C1=O)NC1CCCC1 | -2.4 | 7% | 10% | 0.7 | -11% | -4% | 0 | 0%
Oc1ccc(N=Nc2ccccc2C(F)(F)F)c2cccnc12 | -0.1 | 1% | -10% | 0.3 | -4% | 1% | 4 | -14%
COC(=O)CNC(c1ccccc1)c1cc(Br)ccc1NC(=O)CCN1CCOCC1 (stereo unspecified) | -0.9 | -5% | 1% | -1.2 | -5% | ? | 5 | -21%
C/C(=N/NC(=O)C(C)n1nc(C)c([N+](=O)[O-])c1C)c1ccc(OCC(N)=O)cc1 (stereo unspecified) | -1.4 | -1% | 10% | 0.0 | -11% | -5% | -11 | 5%
Nc1ccccc1CNc1nc(NCCO)nc2c1ncn2CCN1CCOCC1 | -3.7 | -6% | -5% | 0.3 | 3% | 7% | -1 | -8%
O=C(CN1CCN(C2CCS(=O)(=O)C2)CC1)N1N=C(c2ccc(Cl)cc2)CC1c1ccco1 (stereo unspecified) | -1.2 | 0% | 9% | 0.7 | -1% | -3% | -6 | 11%
CCCn1cc(CN2CCCC(C(=O)c3ccc4c(c3)OCO4)C2)c(C)n1 (stereo unspecified) | -0.4 | -5% | 1% | -3.2 | 7% | -1% | -2 | 18%
O=C(COC(=O)/C(=C/c1cccs1)c1cccs1)NCc1ccccc1Cl | -5.3 | 1% | 13% | -1.9 | -17% | -13% | -27 | -3%
COc1cc(/C=C2\SC(=S)N(C(C(=O)O)c3ccccc3)C2=O)cc(OC)c1OC (stereo unspecified) | -2.8 | 1% | 8% | 0.9 | -15% | ? | 0 | -29%
CCCCNCCCOc1cc(Cl)ccc1Cl | -0.4 | 2% | 12% | -0.7 | 3% | -7% | -6 | -6%
COCCCn1c(=NC(C)=O)c(C#N)cc2c(=O)n3cccc(C)c3nc21 | -6.4 | 2% | 2% | -2.1 | 2% | -13% | 2 | -20%
C/C(=N\Nc1ccc(C(F)(F)F)cn1)c1ccncc1 | -2.5 | -3% | 11% | -0.9 | 5% | 1% | 7 | 4%
CCCOC(=O)CN1C(=O)c2ccc(C(=O)OCCC)cc2C1=O | -0.7 | -8% | 5% | 1.0 | 7% | 1% | 0 | 6%
O=C1OCC/C1=C\NCCCN/C=C1\CCOC1=O | 0.0 | -6% | -1% | -3.0 | 0% | 4% | -6 | 10%
O=C(/C=C/[C@H]1O[C@@H](n2ccc(=O)[nH]c2=O)[C@H](O)[C@@H]1O)NCc1ccccn1 | 1.8 | 8% | 6% | 1.0 | -4% | 1% | 2 | -8%
S=C(NCc1ccco1)NCc1ccco1 | -0.2 | 0% | -2% | -1.1 | -4%[11.6 µM] | 6µM* | -76* | -16%
COCCSc1ccccc1C(=O)N1CCCC1 | 0.7 | -3% | 0% | 1.2 | -14% | -15% | . | 9%
COc1ccc(C)cc1NC(=O)C(OC(=O)c1cnc(C)cn1)c1ccccc1 (stereo unspecified) | -1.1 | -1% | -6% | -1.7 | 15% | -9% | -8 | -12%
CC(=O)Nc1ccc(SCC(=O)N(CCC#N)c2cc(C)cc(C)c2)cc1 | -3.0 | 4% | 11% | 10 | -8% | ? | 0 | -16%
CC(=O)Nc1c(-c2ccc(Cl)cc2)c(=O)c2ccccc2n1C | 0.0 | 10% | -14% | 1.1 | -7% | 1% | 4 | -2%
Cc1c(CCC(=O)O)c(=O)oc2cc3occ(-c4ccc(Cl)cc4)c3cc12 | 0.0 | 8% | 1% | 0.2 | -21%[11.6 µM] | ? | ? | -8%
O=C(NCCOc1ccccc1Cl)C(=O)c1c[nH]c2ccccc12 | -8.8 | 9% | 14% | -1.0 | 1% | -1% | -3 | 3%
Cc1ccc(S(=O)(=O)NC(=O)NCCCCNC(=O)NS(=O)(=O)c2ccc(C)cc2)cc1 | 3.2 | -1% | -1% | -0.2 | 0% | -18% | 2 | 16%
CCOc1cc(C=O)ccc1OCCCN1C(=O)NC(C)(C)C1=O | -3.9 | 14% | 7% | 1.4 | 1% | 0% | . | -16%
CC(=O)Nc1ccc(-n2cnnn2)cc1 | -1.2 | 8% | 4% | 0.5 | 4% | -4% | . | 0%
COc1ccccc1N1C(=O)CC(N2CCN(c3ccc(Cl)cc3)CC2)C1=O (stereo unspecified) | -0.6 | -4% | 8% | 0.9 | -1% | -7% | -3 | -18%
CCOc1ccc(/C=C/C(=O)c2ccccc2)cc1OC | -2.3 | -7% | 2% | -0.8 | -7% | -3% | 4 | -10%
COc1ccccc1-c1nnc(SC(C(=O)c2c[nH]c3ccccc23)c2ccccc2)n1C (stereo unspecified) | 1.0 | -11% | 7% | -4.0 | 1% | 1% | -11 | -2%
CN1CCC(NC(=S)NC2CC2)CC1 | -8.5 | 1% | 29% | 1.0 | -12% | -6% | 1 | 1%
Cn1c2ccccc2c2c(C(=O)N3CCN(c4ccc(F)cc4)CC3)cn(C3CCCC3)c(=O)c21 | -0.4 | 11% | 9% | -1.4 | -1% | -6% | -3 | -20%
Cc1ccc(N(C(=O)Nc2ccccc2)C2=NCCC2)cc1 | -1.3 | 0% | 10% | -1.8 | -8% | -15% | 11 | -7%

Sorted by heavy-atom count (ascending): part of the list above
SMILES | CCT chaperon mod | EPAC1 agonist | EPAC2 agonist | IL-2 act | WRN inhibitor | PLK1 PBD block | PI5P4Ka inh | EPAC1 antagonist
CN1CCC(NC(=S)NC2CC2)CC1 | -8.5 | 1% | 29% | 1.0 | -12% | -6% | 1 | 1%
CC(=O)Nc1ccc(-n2cnnn2)cc1 | -1.2 | 8% | 4% | 0.5 | 4% | -4% | . | 0%
CCOc1ccc(/C=C/C(=O)c2ccccc2)cc1OC | -2.3 | -7% | 2% | -0.8 | -7% | -3% | 4 | -10%
CCOc1cc(C=O)ccc1OCCCN1C(=O)NC(C)(C)C1=O | -3.9 | 14% | 7% | 1.4 | 1% | 0% | . | -16%
Cc1c(CCC(=O)O)c(=O)oc2cc3occ(-c4ccc(Cl)cc4)c3cc12 | 0.0 | 8% | 1% | 0.2 | -21%[11.6 µM] | ? | ? | -8%
COc1ccccc1N1C(=O)CC(N2CCN(c3ccc(Cl)cc3)CC2)C1=O (stereo unspecified) | -0.6 | -4% | 8% | 0.9 | -1% | -7% | -3 | -18%
Cc1ccc(S(=O)(=O)NC(=O)NCCCCNC(=O)NS(=O)(=O)c2ccc(C)cc2)cc1 | 3.2 | -1% | -1% | -0.2 | 0% | -18% | 2 | 16%
Cn1c2ccccc2c2c(C(=O)N3CCN(c4ccc(F)cc4)CC3)cn(C3CCCC3)c(=O)c21 | -0.4 | 11% | 9% | -1.4 | -1% | -6% | -3 | -20%

Continuation:
SMILES | CCT chaperon mod | EPAC1 agonist | EPAC2 agonist | IL-2 act | WRN inhibitor | PLK1 PBD block | PI5P4Ka inh | EPAC1 antagonist
O=C(CCCC(=O)c1ccccc1)NCc1ccccc1 | 0.4 | -14% | -6% | 2.4 | 11% | ? | -1 | -10%
COc1ccc(N2CCN(C(=O)c3ccc(NS(=O)(=O)c4cccc(F)c4)cc3)CC2)cc1 | 0.5 | -7% | 0% | -2.8 | -8% | -8% | . | 6%
COc1ccc(Cc2nc3ccccc3n2CC(=O)N/N=C/c2ccc(C)cc2O)cc1OC | -2.3 | -14% | -16% | -0.8 | -20%[11.6 µM] | -11% | -11 | 12%
COCCNC(=O)C1(C)CCN(Cc2csc(-c3ccc(Cl)cc3)n2)C1 (stereo unspecified) | 0.4 | -12% | 0% | -1.0 | 10%[57.1 µM] | -2% | 1 | -3%
CCCC(=O)Nc1nnc(SCC(=O)Nc2ccc3c(c2)OCCO3)s1 | 1.4 | 5% | -9% | -0.8 | 6% | -11% | -8 | -1%
CCOc1ccc(NC2c3ccccc3C(=O)N2Cc2ccc3c(c2)OCO3)cc1 (stereo unspecified) | 1.8 | -1% | 14% | -2.4 | -16% | -15% | 2 | -12%

A portion of the library; rates above refer to the full screens.
